Wee1 degr inh: human Wee1 degradation inhibition, primary screen. P30291. HeLa Luc-Wee1K328M stability, luciferase luminescence; 100% = proteasome inhibitor MG132 effect. reporter increase, % at 5 µM. hit rate 1.2% among 220,000;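 active = activation above the mean of all tested compounds plus 3 SD, set per screening run, cut at about 8.8% in these data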;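 note: cells exposed to compound for 20 h before luminescence read; 0% = DMSO alone and 100% = MG132 at 30 µM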
S1P4 agonist: human S1P4 receptor agonism | activation, % at 4.98 µM | hit rate 0.35% among 220,000 | AID 1509 | O95977 | S1P4-expressing cell line, agonist reporter assay; in the data active = activation above about 11%;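 note: 0% = DMSO vehicle and 100% = reference agonist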
Target sequence (O95977 whole entry, looked up): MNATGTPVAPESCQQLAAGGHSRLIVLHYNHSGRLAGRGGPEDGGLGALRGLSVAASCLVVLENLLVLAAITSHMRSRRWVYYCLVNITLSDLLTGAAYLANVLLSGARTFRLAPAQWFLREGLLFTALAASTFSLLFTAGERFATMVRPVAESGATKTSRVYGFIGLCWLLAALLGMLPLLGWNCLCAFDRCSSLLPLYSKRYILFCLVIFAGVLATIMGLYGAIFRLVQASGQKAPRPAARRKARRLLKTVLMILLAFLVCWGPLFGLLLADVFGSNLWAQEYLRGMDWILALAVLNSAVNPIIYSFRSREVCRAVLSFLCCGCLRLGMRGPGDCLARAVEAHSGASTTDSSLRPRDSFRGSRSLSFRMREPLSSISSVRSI
MDM2 E3 inh: blocks human Mdm2 ubiquitin ligase activity; Q00987; cell-based MDM2 ubiquitination luciferase reporter, 2 h; 0 = plate control, 100 = twice control, blank-subtracted; signal enhancement, % at 5 µM; hit rate 0.11% among 210,000;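 active = signal enhancement of 30% or more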;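 note: luminescence tracks abundance of the self-degrading MDM2-luciferase fusion protein; higher signal means inhibition of MDM2 E3 ligase activity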
Target sequence (Q00987 whole entry, looked up, the tested form may be a part): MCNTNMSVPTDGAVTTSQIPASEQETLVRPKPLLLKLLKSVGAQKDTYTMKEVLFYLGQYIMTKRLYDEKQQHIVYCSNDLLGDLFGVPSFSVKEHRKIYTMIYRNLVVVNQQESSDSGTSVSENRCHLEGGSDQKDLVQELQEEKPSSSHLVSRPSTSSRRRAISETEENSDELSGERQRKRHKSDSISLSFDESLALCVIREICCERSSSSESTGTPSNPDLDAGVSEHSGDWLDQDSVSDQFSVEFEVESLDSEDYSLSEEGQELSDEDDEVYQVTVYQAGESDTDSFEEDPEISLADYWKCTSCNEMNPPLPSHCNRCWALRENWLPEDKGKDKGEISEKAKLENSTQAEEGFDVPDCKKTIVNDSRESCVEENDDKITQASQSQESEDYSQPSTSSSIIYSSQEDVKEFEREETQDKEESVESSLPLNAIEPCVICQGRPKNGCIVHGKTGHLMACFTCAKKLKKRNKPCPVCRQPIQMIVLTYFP
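Buffer or medium: Cells held in DMEM | Assay system: Stable mammalian line carrying autodegrading MDM2–luciferase fusion reporter | Quantity: 2000 cells/well | Times: 4 h settle plus 2 h compound, 37 °C | Doses: One concentration, 5 µM, with 0.2% DMSO | Technique: Luminescence with SteadyLite reagent, 15 min at room temperature | Benchmarks: Plate controls and plate blanks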
PERK inh: blocks human PERK kinase; CHO PERK-DD fusion, SEAP luminescence translation reporter; inhibition, % at 5.6 µM; AID 1416; hit rate 0.17% among 220,000;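 active = inhibition above the mean inhibition of all tested compounds plus 3 SD, set separately per screening campaign, cut at about 2.9% in these data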;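 note: PERK kinase domain activated by AP20187 dimerizer at 100 nM; 0% = DMSO with dimerizer and 100% = rapamycin at 8.4 µM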
NPY2 pot ag: human NPY-Y2 potentiation or agonism, primary screen; P49146; cells expressing NPY-Y2, potentiator/agonist read-out; activation, % at 3.6 µM; hit rate 0.45% among 220,000; AID 1359; in the data active = activation above about 27%;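 note: cells stimulated with NPY near EC25 plus isoproterenol at EC100; 0% = vehicle plus submaximal agonist and 100% = vehicle plus saturating agonist; some results beyond the cut were filed as inactive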
eIF4E 4G PPI: inhibitors of eIF4E and eIF4G interaction in translation initiation; P63073+Q04637; TR-FRET eIF4E-eIF4GI(517-606) binding, 2 h; inhibition, % at 21.7 µM; hit rate 0.37% among 220,000; AID 782;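 active = inhibition above about 30%, limit read from the data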;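 note: 0% = full FRET control wells and 100% = background wells lacking eIF4GI fragment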
Ba/F3 V617F tox: reduce viability of Ba/F3 cells dependent on JAK2V617F; Ba/F3 EpoR-JAK2V617F viability, ATP luminescence; inhibition, % at 5.6 µM; hit rate 1.1% among 220,000; AID 1446;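 active = inhibition above the campaign mean plus 3 SD over all tested compounds, cut at about 24% in these data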;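 note: cytokine-independent growth of Ba/F3 cells driven by EpoR plus mutant JAK2; 0% = DMSO-treated cells and 100% = JAK inhibitor I control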
BaF3 tox: parental Ba/F3 viability inhibition as JAK2V617F counter-screen | CellTiter-Glo ATP luminescence | inhibition, % at 5.6 µM | hit rate 1.1% among 220,000 | AID 1486;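 active = inhibition above a per-campaign cutoff, the mean inhibition of all tested compounds plus 3 SD, cut at about 27% in these data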;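 note: 0% = DMSO wells and 100% = JAK Inhibitor I control wells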
S1P4 antag: human S1P4 receptor antagonism. S1P4-expressing cells, antagonist mode, reporter read-out. inhibition, % at 4.98 µM. hit rate 0.26% among 220,000. AID 1510; in the data active = inhibition above about 29%;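 note: 0% = wells stimulated with agonist and 100% = vehicle wells without agonist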
Active calls of the source: *; . = no result given; [ ] = another dose, or the depositor's remark. Not a hit list; any-hit rate near 4.1%.

Molecule	Wee1 degr inh	S1P4 agonist	MDM2 E3 inh	PERK inh	NPY2 pot ag	eIF4E 4G PPI	Ba/F3 V617F tox	BaF3 tox	S1P4 antag
COc1ccc2[nH]c(C(=O)NCCN3CCCCC3)cc2c1	-1	-0.3	-3	-1.8	0	-1	-1	-1	3
COc1ccccc1CC(=O)NC1CCC(C)CC1 (centres undefined)	7	-0.5	-5	0.0	-8	1	1	5	5
CC1(C)Cc2c(c(N3CCOCC3)nc3sc(C(=O)N4CCCCC4)c(N)c23)CO1	6	1.0	5	0.8	-3	1	1	8	7
CC(=O)N1C(=O)C(=C2C=C(C)OC(C)=C2)c2ccccc21	-1	1.0	-13	-0.2	20	5	2	4	-4
O=C(N/N=C/c1ccc(Br)s1)c1ccncc1	-1	-0.5	-7	0.7	-8	-4	3	4	-14
Cc1ccc(Cn2ccc(NC(=O)c3cc(-c4cccs4)on3)n2)cc1	-2	-0.2	-17	0.1	-12	-28	0	4	-10
CCN1CN(Cc2ccccc2)CNC1=S	1	0.2	-10	0.8	10	5	-3	0	-7
CCOC(=O)C1=C(C)N=C2SC(C(=O)OC)=CC(=O)N2C1c1ccc(F)cc1 (centres undefined)	-3	1.6	-4	0.7	-18	4	0	6	9
CCCC(=O)Nc1ccc(NC(=O)c2ccco2)cn1	-1	1.1	-14	-0.2	-2	3	5	14	-7
Cc1cccc2[nH]c3c(N4CC=C(c5ccc(F)cc5)CC4)ncnc3c12	-3	0.7	-17	0.5	-7	-2	1	2	-2
CC(C)(/C=N/O)/[N+]([O-])=C/c1ccco1	-1	-0.1	-3	1.9	-6	7	-4	2	-9
CCN(CC)C(=O)CSc1nnc(COc2cccc(C)c2)n1C	-2	-0.5	-10	-0.8	-16	-2	1	1	-8
O=C(O)/C=C/c1ccc(S(=O)(=O)N(CCO)CCO)cc1	-3	2.0	-5	0.8	1	0	0	1	-11
COc1ccc(NC(=S)Nc2cccnc2)c(OC)c1	1	2.8	-6	0.5	12	1	-3	3	1
CCOc1ccc(-n2c([S-])c(C(=O)Nc3ccc(S(=O)(=O)N4CCOCC4)cc3)[n+]3cc(C(N)=O)ccc23)cc1	-1	0.9	-12	0.4	-39	-28	-2	1	3
CC(=O)c1ccc(NC2CC(O)C(O)CO2)cc1 (centres undefined)	-4	-0.6	-7	2.6	5	4	-3	-1	8
Cc1ccc(-c2noc(CSc3nnc(-c4ccccc4)n3C)n2)cc1	2	1.2	-7	-1.0	-21	2	0	6	-2
COC(=O)c1sc(NC(=O)COc2ccccc2OC)nc1C	2	1.1	1	-0.4	1	2	-4	2	-2
N/C(=N/O)c1nc(N2CCCC2)nc(N(c2ccccc2)c2ccccc2)n1	-1	-3.0	-17	0.2	3	-11	4	9	-17
O=C(/C=C/Nc1cccc(C(F)(F)F)c1)c1ccco1	2	0.1	6	-0.2	-14	4	1	9	1

Some of these compounds in order of their number in PERK inh, high to low.
Molecule,PERK inh
CC(C)(/C=N/O)/[N+]([O-])=C/c1ccco1,1.9
O=C(O)/C=C/c1ccc(S(=O)(=O)N(CCO)CCO)cc1,0.8
COc1ccc(NC(=S)Nc2cccnc2)c(OC)c1,0.5
N/C(=N/O)c1nc(N2CCCC2)nc(N(c2ccccc2)c2ccccc2)n1,0.2
Cc1ccc(-c2noc(CSc3nnc(-c4ccccc4)n3C)n2)cc1,-1.0

Continued:
Molecule	Wee1 degr inh	S1P4 agonist	MDM2 E3 inh	PERK inh	NPY2 pot ag	eIF4E 4G PPI	Ba/F3 V617F tox	BaF3 tox	S1P4 antag
CCOC(=O)c1[nH]c2ccccc2c1NC(=S)Nc1cccc(C)c1C	-1	0.5	.	0.5	-4	1	-2	9	-8
CCOC(=O)CSc1nc2c(sc(=S)n2Cc2ccco2)c(=O)n1-c1ccccc1	-1	-1.4	-16	-1.2	-38	-16	-3	2	-8
CCn1c2ccccc2c2cc(NC(=O)C/C(C)=N/NC(=O)c3ccccc3N)ccc21	1	0.1	7	-0.4	24	5	1	4	-27
O=C(NCc1ccco1)C(=O)NCc1ccccc1Cl	0	1.0	6	0.0	2	1	0	7	0
Cc1ccc(Nc2nc(-c3c(C)nc4ncccn34)cs2)cc1	2	0.5	-17	0.8	-10	1[fluorescence artefact?]	76*	78*	-13
CCOc1ccccc1NC(=O)c1ccoc1C	1	-0.8	-7	0.9	8	-1	-4	1	6
CCCCN(CC)S(=O)(=O)c1ccccc1	1	0.9	10	0.3	-2	-9[fluorescence artefact?]	-1	4	5
CCn1nc(C(=O)Nc2cccc3ccccc23)c(Cl)c1Cl	-1	0.5	-9	-0.7	-19	-10	2	6	17
COc1ccc(CCn2ccc(O)c(Cc3c(F)cccc3Cl)c2=O)cc1OC	-3	0.0	7	0.2	8	-1	-1	7	-11
COc1ccc(OC)c(NC=C2C(=O)OC(C)(C)OC2=O)c1	1	-0.2	-6	0.6	9	-26[fluorescence artefact?]	0	6	-8

Full records, quoted from the list. Values in the order: Wee1 degr inh	S1P4 agonist	MDM2 E3 inh	PERK inh	NPY2 pot ag	eIF4E 4G PPI	Ba/F3 V617F tox	BaF3 tox	S1P4 antag
Results for CCn1nc(C(=O)Nc2cccc3ccccc23)c(Cl)c1Cl → -1	0.5	-9	-0.7	-19	-10	2	6	17
Results for O=C(NCc1ccco1)C(=O)NCc1ccccc1Cl → 0	1.0	6	0.0	2	1	0	7	0
Results for COc1ccc(OC)c(NC=C2C(=O)OC(C)(C)OC2=O)c1 → 1	-0.2	-6	0.6	9	-26[fluorescence artefact?]	0	6	-8

Further results follow.
Molecule	Wee1 degr inh	S1P4 agonist	MDM2 E3 inh	PERK inh	NPY2 pot ag	eIF4E 4G PPI	Ba/F3 V617F tox	BaF3 tox	S1P4 antag
CCOC(=O)N1CCC(NC(=O)c2ccccc2C(=O)O)CC1	0	-1.1	-6	0.9	-15	-5	0	-1	-5
CCOC(=O)c1[nH]c2ccc(OC)cc2c1NC(=O)c1cccc(OC)c1	1	0.4	-6	-0.2	0	-8[fluorescence artefact?]	-4	5	-26
CN1CCN(C(=S)Nc2ccc(Cl)c(Cl)c2)CC1	3	1.8	-4	0.4	-4	-3	43*	17	-9
O=C(Cn1c(=O)n(Cc2ccco2)c(=O)c2ccccc21)NCC1CCCO1 (centres undefined)	0	3.0	-3	-0.2	8	-12	-1	1	-8
COc1ccc(NC(=O)/C=C/c2cc(Br)ccc2OC)cc1	4	-3.4	2	-0.4	-23	0	6	11	18
COC(=O)C(NC(=O)C(C)Oc1ccccc1)C(C)C (centres undefined)	0	-0.7	9	0.7	7	1	-1	6	-17
COc1ccc(C2CC(=O)c3sc(NC(C)=O)nc3C2)cc1 (centres undefined)	0	-2.5	-9	0.0	-1	-2	1	1	5
O=c1ccnc(SCn2nnc3ccccc3c2=O)[nH]1	1	-2.2	4	0.6	-5	-3	-5	-1	-7
CN(c1ccccc1)c1nc(N)c([N+](=O)[O-])c(N2CCCCC2)n1	-2	1.9	-1	-1.1	14	-1	0	0	-7
CCOC(=O)c1cnc2ccccc2c1Nc1cc(C(=O)O)ccc1C	0	1.4	-6	0.9	2	0	-4	2	1

The closing four records of the section before are carried over, then new ones follow:
Molecule	Wee1 degr inh	S1P4 agonist	MDM2 E3 inh	PERK inh	NPY2 pot ag	eIF4E 4G PPI	Ba/F3 V617F tox	BaF3 tox	S1P4 antag
COc1ccc(C2CC(=O)c3sc(NC(C)=O)nc3C2)cc1 (centres undefined)	0	-2.5	-9	0.0	-1	-2	1	1	5
O=c1ccnc(SCn2nnc3ccccc3c2=O)[nH]1	1	-2.2	4	0.6	-5	-3	-5	-1	-7
CN(c1ccccc1)c1nc(N)c([N+](=O)[O-])c(N2CCCCC2)n1	-2	1.9	-1	-1.1	14	-1	0	0	-7
CCOC(=O)c1cnc2ccccc2c1Nc1cc(C(=O)O)ccc1C	0	1.4	-6	0.9	2	0	-4	2	1
COc1cccc(OC)c1C(=O)N1CCN(c2c(Cc3ccccc3)c(C)nc3ncnn23)CC1	2	-1.1	-5	-1.4	8	3	7	9	16
CCOc1ccc(NC(=O)CN(c2cc(C)cc(C)c2)S(=O)(=O)c2c(C)noc2C)cc1	-1	3.4	-15	1.4	9	-2	-3	2	-3
Cc1c(NC(=O)c2ccc(Cl)s2)c(=O)n(-c2ccccc2)n1C	2	-4.2	-19	0.0	-1	1	5	10	-16
CCOC(=O)c1c(NC(=O)COC)sc2c1CCCC2	1	0.5	11	0.1	-20	-2	-1	5	-17
CCCSc1nnc(-c2ccccc2N)c(=O)[nH]1	-2	2.5	-13	0.0	8	3	-5	2	-22
Cn1ncc(N=Cc2ccccc2[N+](=O)[O-])c1C(N)=O	4	1.3	-24	0.3	-12	0	-2	1	1
COc1cc(S(=O)(=O)Nc2ccc3cn[nH]c3c2)ccc1Cl	3	1.5	-17	1.4	16	1	-1	6	-11
Cc1c(NC(=O)C2CCN(S(=O)(=O)c3cccs3)CC2)c(=O)n(-c2ccccc2)n1C	7	-0.9	-7	1.4	-6	-2	-4	0	-2
CCOC(=O)N1CCC(NS(=O)(=O)c2ccc(C#N)cc2)CC1	0	-1.8	-17	0.6	-14	-2	4	1	5
C=CCSc1nnc(NC(=O)c2ccc(S(=O)(=O)NCC3CCCO3)cc2)s1 (centres undefined)	8	-1.1	-18	1.1	16	0	-3	0	-23
Cc1cc(C(=O)COc2ccccc2C(N)=O)c(C)n1C1CC1	-3	1.6	-8	1.4	4	3	5	15	-15
